AMA1-RON2 inh: qHTS for Inhibitors of AMA1-RON; Towards Development of Antimalarial Drug Lead: Primary Screen | AlphaScreen AMA1-biotinylated RON2 peptide binding | Plasmodium falciparum AMA1 (3D7) - RON2 peptide interaction | 360,000 tested, 0.2% active | Potency, µM (titrated, usually from 58.2 µM), without a hit: at the highest dose activity change, negative = inhibition, most hits filed as inhibitors;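 note: potency is the fitted concentration of half-maximal effect; 0% = vehicle wells and -100% = peptide control; nearly all actives have a fitted effect of over 45% in size; some results filed as inactive show a strong effect at the top dose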
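AMA1 (3D7) with his tag at 25 nM final met compounds first, then biotinylated RON2 peptide at 25 nM; detection used donor plus acceptor beads, 10 µg/mL apiece, read by AlphaScreen after 30 min at room temperature.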
LmPK inh: qHTS Assay for Inhibitors of Leishmania Mexicana Pyruvate Kinase (LmPK); purified LmPK, Kinase-Glo ATP luminescence, 1 h; AID 1721, 2009; Potency, µM (highest dose often 57.5 µM), for the others: at the highest dose activity change, negative = inhibition, usual class: inhibitors; 290,000 tested, 0.37% active; note: potency is the fitted concentration of half-maximal effect; % is set by controls: 0 for no effect and ±100 for the full control effect
Target sequence (Q27686 whole entry, looked up): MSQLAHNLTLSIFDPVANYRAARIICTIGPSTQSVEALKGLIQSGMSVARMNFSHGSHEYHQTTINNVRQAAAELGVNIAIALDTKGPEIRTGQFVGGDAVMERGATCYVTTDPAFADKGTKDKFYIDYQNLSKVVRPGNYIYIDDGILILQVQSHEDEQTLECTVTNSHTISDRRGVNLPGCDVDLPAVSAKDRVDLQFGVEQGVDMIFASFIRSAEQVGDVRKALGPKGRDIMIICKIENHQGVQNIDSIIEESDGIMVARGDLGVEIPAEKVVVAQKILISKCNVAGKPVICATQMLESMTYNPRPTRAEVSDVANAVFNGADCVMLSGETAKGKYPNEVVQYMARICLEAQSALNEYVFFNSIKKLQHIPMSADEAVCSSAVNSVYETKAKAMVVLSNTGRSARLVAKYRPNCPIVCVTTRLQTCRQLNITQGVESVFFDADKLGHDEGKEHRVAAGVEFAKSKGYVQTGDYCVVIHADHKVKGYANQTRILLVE
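In 50 mM imidazole pH 7.2 with 7 mM MgCl2, LmPK (0.1 nM) turned over PEP (0.5 mM) and ADP (0.1 mM) for 1 h at room temperature. Luciferase read-out of ATP.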
TbPYK inhibitor: qHTS of Trypanosoma Brucei Inhibitors. TbPYK enzyme, Kinase-Glo Plus ATP luminescence, 45 min. Potency, µM (series often up to 76.8 µM), inactives show at the highest dose activity, negative = inhibition, actives largely listed as inhibitors. 410,000 tested, 0.12% active. AID 624173, 2012; note: potency is the fitted concentration of half-maximal effect; % is set by controls: 0 for no effect and ±100 for the full control effect; nearly all actives have a fitted effect of over 50% in size
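Luminescence from Kinase-Glo Plus, added after a 45-minute room-temperature reaction, served as the end-point read-out. The enzyme and substrate were preincubated with compound before ADP (130 uM final) initiated turnover. Concentration-effect curves came from normalized qHTS data.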
CHX counter: Cycloheximide Counterscreen for Small Molecule Inhibitors of Shiga Toxin | cell reporter, cycloheximide protein synthesis inhibition counterscreen | max response, % | 300,000 tested, 12% active | AID 2314, 2010; in the data active = max response mostly above about 13%, no sharp cut-off; inactive = mostly below about 14%; note: read at 38.3 µM for the half of the compounds with a filed dose; 0% is about no effect
Shiga inhibitor: A qHTS for Small Molecule Inhibitors of Shiga Toxin; Vero cells, Shiga toxin protein synthesis inhibition reporter; inhibition, % at 38.7 µM; 290,000 tested, 9.2% active; in the data active = inhibition mostly above about 28%, no sharp cut-off; inactive = mostly below about 43%; note: 0% is about no effect
Pf growth 48h: Primary qHTS for delayed death inhibitors of the malarial parasite plastid, 48 hour incubation; P. falciparum luciferase growth in erythrocytes, 48 h; 310,000 tested, 5.9% active; Potency, µM (highest dose often 28.7 µM), for the others: at the top dose activity change, negative = inhibition, actives largely listed as inhibitors; AID 504832, 2011; note: potency is the fitted concentration of half-maximal effect; % is set by controls: 0 for no effect and ±100 for the full control effect
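Luciferase-expressing parasites in RBCs, 2% Hct / 0.1% parasitemia final; RPMI 1640 + 0.5% Albumax; 37 C, 5% CO2, one generation; luminescence read-out, lower signal = inhibition.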
Pf growth 96h: Primary qHTS for delayed death inhibitors of the malarial parasite plastid, 96 hour incubation; P. falciparum luciferase reporter growth, 96 h; Potency, µM (top dose mostly 28.7 µM), for inactives: at the top dose activity change, negative = inhibition, actives largely listed as inhibitors; 320,000 tested, 6.9% active; AID 504834, 2011; note: potency is the fitted concentration of half-maximal effect; % is set by controls: 0 for no effect and ±100 for the full control effect
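Plates of compound plus infected erythrocytes (2% hematocrit, 0.05% parasitemia final) incubate 96 hours, 37 C, 5% CO2. Detection reagent added; reduced luminescence from the parasites' luciferase reporter flags inhibition.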
Active calls of the source: *; ? = inconclusive; . = not tested or not shown; [ ] = dose if it differs, or a comment. Unless noted, calls come from the whole dose curve; as a rule, active = well fitted curve in the direction sought with a large enough effect; inconclusive = small, poorly fitted or top-dose-only effect, or another doubt; inactive = no such curve, though single readings can be large; an effect the other way counts as inactive or inconclusive.

Structure | AMA1-RON2 inh | LmPK inh | TbPYK inhibitor | CHX counter | Shiga inhibitor | Pf growth 48h | Pf growth 96h
Cc1ccc(-c2nnc(OCc3cccnc3)c3ccccc23)cc1 | -10% | -5% | -4% | 10 | 19 | ? | ?
COc1ccc(N2CCN(C(=O)COC(=O)c3ccccc3OCc3ccc(F)cc3)CC2)cc1 | -29% | . | 5% | . | . | 1% | 47%[activator]
COc1ccc(Cl)cc1N1C(=N)SCC1=O | 0% | -1% | 0% | -3 | -4 | 28% | 20%
COc1ccc(CNC(=O)Nc2ccc(C)c(C)c2)cc1 | -1% | 0% | 2% | 33* | 32 | 0% | 10%
O=C(CCS(=O)(=O)c1ccc(Br)s1)Nc1ccccc1Br | -2% | -1% | 0% | 15 | 26 | 18% | 10%
Oc1cccc(Nc2nc(N3CCOCC3)nc(N3CCOCC3)n2)c1 | 0% | 1% | 2% | -4 | -10 | 12µM* | ?
Nc1nc2n(n1)C(c1cccs1)CC(c1ccc(Br)cc1)N2 (centres undefined) | 0% | -3% | -1% | -4 | -19 | 26% | 22%
O=C(CSc1nc2nc(-c3cccs3)cc(C(F)(F)F)c2c(=O)[nH]1)Nc1ccc(F)c(F)c1 | -4% | 0% | -1% | -4 | -3 | -10% | -3%
CCc1nc(N2CCN(C(=O)c3ccco3)CC2)c(C#N)c2c1COC(C)(C)C2 | -2% | 8% | -1% | 3 | -3 | 10µM* | ?
Cn1c2ccccc2c2nnc(SCN3C(=O)c4ccccc4C3=O)nc21 | . | 2% | . | -8 | -10 | 3% | 0%
CC(C)(C)c1ccc(OCC(=O)N2CCN(C=O)CC2)cc1 | 17% | 5% | -10% | 2 | 12 | -11% | 2%
COc1ccccc1N1CCN(S(=O)(=O)c2cccc(F)c2)CC1 | 21% | 0% | . | 4 | -7 | -4% | 17%
CN(C)CCNC(=O)c1onc(CSc2nc3ccccc3[nH]2)c1C(=O)NCCN(C)C | 98%[activator] | -4% | -1% | 5 | -3 | 42%[activator] | 58%[activator]
CCOC(=O)C1=C(C)NC2=C(C(=O)CCC2)C1c1ccc(N(C)C)cc1 (centres undefined) | -9% | -3% | -4% | -2 | 26 | ? | -30%
CC1CCCCN1C(=O)CSc1nnc(-c2cccs2)o1 (centres undefined) | 17% | -7% | 1% | 48* | 67* | 137%[activator] | 28%
Cc1cccc(NC(=O)c2ccccc2C(=O)O)c1 | -12% | 0% | -3% | 9 | 0 | 12% | .
O=C1CC(Sc2ccc(Cl)cc2)C(=O)N1c1ccc2c(c1)OCCO2 (centres undefined) | 9% | 3% | -4% | 6 | -5 | 31%[activator] | ?
Cc1cc(/C=N\O)c(C)n1-c1ccncc1 | -1% | -2% | -5% | -3 | -27 | 8% | .
CSc1ccccc1NC(=O)CN(C)S(=O)(=O)c1ccc(F)cc1 | 16% | -1% | . | -2 | -10 | . | ?
COc1cc(/C=C/C(=O)O)cc(S(=O)(=O)N(C)CCO)c1OC | -10% | 15% | -8% | -1 | -13 | ? | ?
CN(C)Cc1ccc(CNC(=O)COc2ccc3ccccc3c2)cc1 | 10% | 2% | -1% | 3 | 26 | 22% | -25%
Cn1c2ccccc2c(=O)c2cc(C#Cc3cccc(N)c3)ccc21 | 12% | . | 3% | . | . | 15% | -2%
CCCN(C#N)c1nc(NCC)nc(NC(C)C)n1 | -1% | 1% | -7% | -3 | -11 | ? | ?
O=C(O)c1cccc2c1C(=O)c1ccc(N3CCCCC3)cc1S2(=O)=O | -5% | . | 0% | . | . | 3% | 55%[activator]
CCN(CC(=O)Nc1ccc(OC)cc1)C(=O)c1ccc(=O)n(Cc2ccccc2)n1 | -3%[11.6 µM] | . | 2% | . | . | ? | ?

Full records, quoted from the list. Screens in order: AMA1-RON2 inh, LmPK inh, TbPYK inhibitor, CHX counter, Shiga inhibitor, Pf growth 48h, Pf growth 96h
`CC1CCCCN1C(=O)CSc1nnc(-c2cccs2)o1` (centres undefined) is entered as 17%, -7%, 1%, 48*, 67*, 137%[activator], 28%
`CC(C)(C)c1ccc(OCC(=O)N2CCN(C=O)CC2)cc1` is entered as 17%, 5%, -10%, 2, 12, -11%, 2%
`Nc1nc2n(n1)C(c1cccs1)CC(c1ccc(Br)cc1)N2` (centres undefined) is entered as 0%, -3%, -1%, -4, -19, 26%, 22%

(next part)
Structure | AMA1-RON2 inh | LmPK inh | TbPYK inhibitor | CHX counter | Shiga inhibitor | Pf growth 48h | Pf growth 96h
CC(=O)Nc1ccc(S(=O)(=O)NC(C)C(=O)NCC(c2ccco2)N(C)C)cc1 (centres undefined) | 19% | . | 2% | . | . | -28% | 16%
CCOc1ccc(-n2c(O)c(N=Nc3c(C)n(C)n(-c4ccccc4)c3=O)c(=O)[nH]c2=O)cc1 | 0% | 1% | 0% | 3 | 8 | 68%[activator] | 1%
Fc1ccc(OCCCCCCN2CCCC2)cc1 | -6% | 2% | -3% | -2 | -2 | 6% | 0%
CCC(C)n1c(=N)c(C#N)cc2c(=O)n3cccc(C)c3nc21 (centres undefined) | -5% | -5% | 2% | -5 | -7 | 35%[activator] | 399%[activator]
O=C(c1ccccc1)N1CCCCC(Sc2nnnn2-c2ccccc2)C1=O (centres undefined) | -2% | 1% | 2% | 2 | -2 | 17% | -1%
O=c1cc(-c2ccccc2)nc2nc(-c3ccco3)[nH]n12 | 8% | -18% | -1% | -3 | 5 | ? | -16%
Cc1cc(C(=O)OC(C(=O)Nc2ccc(C)c(Cl)c2)c2ccccc2)c(C)o1 (centres undefined) | -8% | 0% | -5% | 8 | -13 | 10µM* | ?
CCOC(=O)CNC(=O)CSc1nc(C)cc(C)c1C#N | 1% | 7% | 1% | 5 | -9 | . | .
O=S(=O)(c1cccc(-c2n[nH]c(=S)n2Cc2ccccc2)c1)N1CCOCC1 | 83%[activator] | -8% | ? | -2 | 11 | -19% | -21%
CN(C)C(=O)c1ccc(COc2ccccc2Br)o1 | -4% | -5% | -2% | 43* | 86* | 108%[activator] | ?
OCCN(CCO)c1ccc2ccccc2c1 | -4% | 0% | 1% | -11 | -6 | 22% | 175%[activator]
CC1=C(C)CC(C(=O)N2CCN(Cc3ccc4c(c3)OCO4)CC2)C(C(=O)O)C1 (centres undefined) | 0% | 1% | 2% | -5 | -6 | -4% | 33%[activator]
Cc1ccccc1NS(=O)(=O)c1c(C(=O)N2CCCCCC2)c(C)n(C)c1C | 2% | 0% | -7% | -3 | 4 | 3% | -12%
Cc1cc(NC(=O)CCC(=O)N(C2CC2)C2(C(=O)NC3CCCC3)CCC(C)CC2)no1 (centres undefined) | 8% | 1% | -1% | -2 | -3 | ? | ?
NC(=O)C1CCN(C(=O)NC2CC(=O)N(c3ccc4c(c3)OCCO4)C2)CC1 (centres undefined) | -3% | . | 13% | . | . | 35%[activator] | 10%
CCOC(=O)N1CCN(C(=O)c2ccc3c(=O)n(CCC4=CCCCC4)c(=O)[nH]c3c2)CC1 | -4% | 6% | 1% | -8 | -15 | ? | 0%
CCOCc1nnc(NC(=O)CSc2ccccc2)s1 | -11% | 0% | 1% | 2 | -10 | ? | -3%
Cc1ccc(CS(=O)(=O)CCC(=O)NCC2CCCO2)cc1 (centres undefined) | 18% | -2% | 4% | 2 | 0 | 11% | 2%
Cc1c(C(=O)N(C)CCOc2ccccc2)oc2c(Cl)cccc12 | 8%[11.6 µM] | . | -4% | . | . | ? | -11%
COc1ccc2nc(Cl)c(C3CC(c4ccco4)=NN3C(=O)CCC(=O)O)cc2c1 (centres undefined) | 19%[2.32 µM] | 2% | -15% | 2 | 8 | 24% | ?
O=C(N/N=C/C=C\c1ccccc1[N+](=O)[O-])c1cccnc1 | 91%[activator] | -3% | 1% | -3 | 57 | 8% | 22%
COc1ccc([C@@H]2[C@@H]3C(=O)N(C(C)(C)C)C(=O)[C@@H]3[C@]3(C)C(=O)N(c4cccc(Br)c4)C(=O)N23)cc1 | -3% | 0% | 0% | -3 | -6 | ? | ?
O=C(CNC(=O)C(c1ccccc1)c1ccccc1)N/N=C\c1ccc(C(=O)O)cc1 | -3% | -3% | 0% | 11 | -9 | -2% | 2%
COc1ccc(N2CC(C(=O)Nc3nnc(SCC(=O)NCc4ccco4)s3)CC2=O)cc1 (centres undefined) | -6% | -5% | -11% | -1 | -2 | -2% | ?
COc1ccc(NC(=O)CN(C)CC(=O)NC2CCC(C)CC2)cc1 (centres undefined) | 24%[11.6 µM] | . | 0% | . | . | -6% | -8%

(next part)
Structure | AMA1-RON2 inh | LmPK inh | TbPYK inhibitor | CHX counter | Shiga inhibitor | Pf growth 48h | Pf growth 96h
COc1ccc(OCC(=O)N(Cc2ccco2)C2CCS(=O)(=O)C2)cc1 (centres undefined) | 8% | 4% | 0% | 4 | 5 | 0% | 3%
CC(NC(=O)COC(=O)C1=COCCO1)C12CC3CC(CC(C3)C1)C2 (centres undefined) | -2% | 3% | -3% | 6 | -10 | 23% | 10%
COc1ccc(NC(=O)c2oc3ccccc3c2NC(=O)c2ccc3c(c2)OCO3)cc1 | 1% | 0% | -19% | 8 | 14 | -61% | ?
CCN(Cc1ccccc1)C(=O)c1cc(-c2ccc(OC)c(OC)c2)nc2ccccc12 | 62%[activator] | -8% | 2% | 12 | -9 | 5% | -27%
N/C(=N\OC(=O)N1CCOCC1)c1ccc(Br)cc1 | 4% | -4% | 5% | 53* | 62 | ? | 43%[activator]
O=C(/C=C/Nc1nccs1)C(F)(F)Cl | 32%[activator] | -1% | -8% | 35* | 102* | 36%[activator] | 5%
COc1ccccc1OCCCOc1cccc(/C=C2\SC(=O)NC2=O)c1 | -9% | 16% | -20% | 4 | . | -3% | -6%
COc1ccc(N2CCN(Cc3nc4c(c(=O)n(C)c(=O)n4C)n3Cc3cccc(C)c3)CC2)cc1 | -8% | -1% | 2% | -2 | 2 | ? | ?
CCOc1cc(NC(=S)NCc2ccco2)c(OCC)cc1NC(=O)C1CC1 | -5% | -3% | 3% | -1 | -7 | 0% | ?
Cc1nn(CCCC(=O)NCCCN2CCN(C)CC2)c(=O)c2c1sc1ccccc12 | 12% | 0% | -4% | -2 | -3 | -3% | 0%
COc1cccc(C(=O)NNC(=O)C(=O)N2CCCCC2)c1 | -8% | 3% | 14% | -2 | -6 | 2% | 4%
CC1CCCC(NC(=O)c2ccc(COc3ccccc3)o2)C1C (centres undefined) | -5% | 1% | 2% | -1 | 12 | ? | -7%
COc1ccc(OCC(O)CNC(=O)c2cccs2)cc1 (centres undefined) | 3% | 0% | -2% | 7 | 13 | 11% | 4%
Cc1nn2c(-c3ccccn3)ccnc2c1Br | 0% | 0% | 0% | 8 | -3 | ? | 56%[activator]
Cc1ccccc1NC(=O)CCN1CCc2ccccc2C1 | -7% | -2% | -1% | -1 | -17 | ? | -43%

High-throughput results (PubChem)
